Screening data from PubChem BioAssay.
KCNK9 inh: KCNK9 potassium channel inhibitors, primary screen, HEK293 cells, thallium flux | Potassium channel subfamily K member 9 (Homo sapiens), Q9NPC2 | FluxOR thallium flux fluorescence; stronger effect = lower value | B-score at 10 µM | actives 1.2% (n = 310,000) | AID 488922, 2010;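 active means ratio B-score over 3 SD below the library mean, with starting fluorescence within 5 SD of its mean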;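 further: negative B-score means less thallium flux so channel inhibition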
hERG rescue: hERG rescue from dofetilide block, primary screen, cell-based, CHO-hERG, FluxOR thallium flux, dofetilide IC70 | dofetilide IC70 present | activation (rescue from dofetilide block), less the hit threshold, % at 10 µM | actives 0.51% (n = 310,000);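 active means activation above the mean of controls blocked by dofetilide plus 5 SD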;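 further: thallium influx through hERG after potassium depolarization seen as dye fluorescence rise; in these data hits start at about 4.7%; inactives centre near -7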
RGS4 act: RGS4 potentiators or activators, primary screen, cell-based, HEK293 M3R inducible RGS4, calcium flux | AID 463111, 2010 | carbachol calcium flux Fluo4; stronger effect = lower value | B-score at 10 µM | actives 0.92% (n = 310,000);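 active means B-score of the integrated calcium signal more than 4 SD below the library mean, with starting fluorescence not abnormally high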;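 further: negative B-score means reduced calcium response which marks RGS4 activation or potentiation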
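Reagent: ECmax carbachol challenge; Test system: M3R-expressing HEK293 line, RGS4 induced by doxycycline; Schedule: overnight RGS4 induction, 30 min dye load 37 °C, 20 min compound RT; Detection: calcium dye Fluo4 fluorescence; Read-out: Agonist-evoked peak-minus-minimum fluorescence over baseline, integrated ratio, B score.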
GSK3beta inhib: human GSK3beta kinase inhibitors, primary screen, biochemical, cell-free homogeneous, HTS | Glycogen synthase kinase-3 beta (Homo sapiens), P49841 | GST-GSK3beta kinase, ADP-Glo luminescence, 60 min; stronger effect = lower value | activity score (negative = inhibition), % at 10 µM | actives 0.038% (n = 300,000);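 active means more than half of replicate wells score below -50%, meaning over 50% inhibition versus plate controls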;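 further: 0% = median DMSO wells and -100% = median GW8510 positive control wells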
Target sequence (P49841 whole entry, looked up): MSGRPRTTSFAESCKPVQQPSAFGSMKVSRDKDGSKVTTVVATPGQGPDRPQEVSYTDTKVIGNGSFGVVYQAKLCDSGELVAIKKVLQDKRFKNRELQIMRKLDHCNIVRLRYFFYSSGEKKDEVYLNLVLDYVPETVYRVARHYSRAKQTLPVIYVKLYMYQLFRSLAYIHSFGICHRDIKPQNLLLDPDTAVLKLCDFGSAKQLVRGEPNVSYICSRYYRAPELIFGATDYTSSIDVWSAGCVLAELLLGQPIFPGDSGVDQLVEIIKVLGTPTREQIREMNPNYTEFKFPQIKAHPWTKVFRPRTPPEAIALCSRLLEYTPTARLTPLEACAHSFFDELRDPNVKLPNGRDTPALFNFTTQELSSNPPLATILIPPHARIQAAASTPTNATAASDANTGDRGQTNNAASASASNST
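Assay system: GST-tagged human GSK3beta kinase, cell-free; Input: 1.6 ng GSK3beta; Medium: Tris/MgCl2 kinase buffer; Timing: 60 min enzyme reaction, room temperature; Signal: ADP-Glo luminescence quantifying ADP generated by kinase; Evaluation: score relative to plate controls; Benchmarks: DMSO neutral wells and GW8510 at 20 µM as positive.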
KCNK3 inh: human KCNK3 channel inhibitors, primary screen, CHO cells, FluxOR thallium flux, B-score; Potassium channel subfamily K member 3 (Homo sapiens), O14649; FluxOR fluorescence; stronger effect = lower value; B-score at 10 µM; actives 0.84% (n = 340,000); AID 602410, 2012;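 active means B-score under library mean minus 4 SD, starting fluorescence ratio at most library mean plus 5 SD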;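 further: more negative B-score means stronger inhibition of thallium flux through KCNK3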
Target sequence (O14649 whole entry, looked up): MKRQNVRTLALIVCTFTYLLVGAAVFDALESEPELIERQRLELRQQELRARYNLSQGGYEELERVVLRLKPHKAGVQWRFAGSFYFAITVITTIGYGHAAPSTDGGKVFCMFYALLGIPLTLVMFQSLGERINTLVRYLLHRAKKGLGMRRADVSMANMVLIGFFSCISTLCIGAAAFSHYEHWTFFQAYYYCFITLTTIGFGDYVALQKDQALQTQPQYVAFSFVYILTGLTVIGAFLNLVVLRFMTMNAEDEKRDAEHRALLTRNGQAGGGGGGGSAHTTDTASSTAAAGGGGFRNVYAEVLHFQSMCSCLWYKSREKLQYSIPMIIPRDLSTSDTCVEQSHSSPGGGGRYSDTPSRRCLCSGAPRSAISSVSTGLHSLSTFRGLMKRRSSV
PolyA inh: polyadenylation inhibitors in yeast reporter cells, primary screen, luminescence, S. cerevisiae | S. cerevisiae SKY197-pL101 polyadenylation reporter, beta-gal luminescence; efflux-impaired pdr1/pdr3 knockout yeast; score 100 = 6 SD above DMSO | calls only at 12 µM | actives 0.02% (n = 300,000) | AID 1875, 2009;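 active means lowest replicate activity score at least 50, where 100 means six control SD above control mean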;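 further: yeast exposed to compound for 9 h at 30 °C; higher score means more reporter readthrough which indicates perturbed polyadenylation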
GSK3A inh: blockers of GSK3A enzyme activity – biochemical, luminescence, cell-free homogeneous, HTS, primary screen | GSK-3 alpha kinase, ADP-Glo luminescence, 60 min | inhibition, % at 10 µM | Glycogen synthase kinase-3 alpha (Homo sapiens), P49840 | AID 2650, 2010 | actives 0.1% (n = 320,000);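 in the data active means inhibition above about 50%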;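 further: GST-tagged GSK-3 alpha with peptide substrate and 25 µM ATP; 0% = DMSO neutral wells and 100% = GW8510 positive control wells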
KCNQ1 block: inhibitors of human KCNQ1 channel, primary screen, cell-based, thallium flux, high-throughput; CHO-K1 KCNQ1, FluxOR thallium flux fluorescence; stronger effect = higher value; B-score at 10 µM; actives 1.3% (n = 310,000);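 active means compounds whose thallium flux B-score, printed positive for inhibition, exceeds three library SD while starting fluorescence stays within three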;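 further: channel opened by potassium depolarization with thallium stimulus after 20 min compound exposure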
KCNQ1 act: potentiators or activators of KCNQ1 channel, primary screen, cell-based, thallium flux, high-throughput. B-score at 10 µM. actives 0.35% (n = 310,000). CHO-K1 KCNQ1, thallium flux FluxOR fluorescence; stronger effect = higher value;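 active means fluorescence ratio B-score, a plate-corrected score, at least three library SD, with initial intensity B-score within 5 SD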
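assay system = KCNQ1-transfected CHO-K1 cells | medium = assay buffer with matched DMSO | probe or stimulus = depolarizing K+/Tl+ stimulus, K2SO4 and Tl2SO4 each 12.5 mM in 5x stock | dosing = single dose | incubation = dye 90 min, compound 20 min, room temperature | detection = kinetic FluxOR fluorescence, 10 s baseline plus 110 s post-stimulus | evaluation = ratio B score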
DYRK1A inh: rat Dyrk1A kinase inhibitors, primary screen, biochemical, single point, plate reader | inhibition, % at 12.5 µM | ADP-Glo luminescence, NFATc1 peptide | actives 0.43% (n = 310,000) | Dual specificity tyrosine-phosphorylation-regulated kinase 1A (Rattus norvegicus), Q63470 | AID 504441, 2011; in the data active means inhibition above about 50%;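 further: plate controls were vehicle with enzyme for no effect and no enzyme for full effect; many of its hits are not listed in these tables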
RGS4 inh: RGS4 inhibitors, primary screen, cell-based, HEK293 M3R inducible RGS4, calcium flux; Regulator of G-protein signaling 4 (Homo sapiens), P49798; actives 0.45% (n = 310,000); Fluo-4 calcium flux; stronger effect = higher value; triggered by carbachol at its EC20; B-score at 10 µM; AID 463165, 2010;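 active means B-score, a plate-corrected calcium signal, over three deviations above library mean, with baseline fluorescence within five deviations of library mean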;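 further: RGS4 expression induced by doxycycline in cells with stable M3 receptor; B-score is computed from the integrated fluorescence ratio over baseline after carbachol; higher B-score means a larger calcium signal and so more RGS4 inhibition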
Numbers without * were called inactive; i = inactive; . = not tested or not shown. This is a subset; count on the stated rates, not on these rows.

Under each structure – KCNQ1 block, hERG rescue, KCNQ1 act, RGS4 act, KCNK9 inh, RGS4 inh, KCNK3 inh, DYRK1A inh, GSK3A inh, GSK3beta inhib, PolyA inh
[1] COc1ccc2[nH]c(=O)c(COC(=O)c3cccs3)cc2c1
 : i, -8, i, i, i, i, i, 1, -2, 4, i
[2] Cc1cc(=O)n2nc(N3CCC(C(=O)NCc4ccccc4Cl)CC3)sc2n1
 : i, -6, i, i, i, i, i, ., 1, -3, i
[3] CC1CC(C)(C)NC(=S)N1CCCC(=O)Nc1ccccc1F (configuration not stated)
 : i, -18, i, i, i, i, i, ., -4, 7, i
[4] C#Cc1ccc([C@@H]2C=C(C(=O)OCC=C)O[C@H](OCc3ccc(CO)cc3)C2)cc1
 : i, -9, i, i, i, i, i, 0, 0, -5, i
[5] COc1cccc(NC(=O)Cn2c(=O)n(CCC(=O)NC3CCN(Cc4ccccc4)CC3)c(=O)c3ccccc32)c1
 : i, -14, i, i, i, i, i, 5, -1, 5, i
[6] Cc1ccc2[nH]c3c(=O)n(CC(=O)Nc4ccccc4N4CCN(C)CC4)ncc3c2c1
 : i, -13, i, i, i, i, i, 1, -2, -1, i
[7] CC1CCC2(CC1)NC(=O)N(Cc1cc(=O)n3ccsc3n1)C2=O (configuration not stated)
 : i, -4, i, i, i, i, ., ., -3, 2, i
[8] C=CCn1c(=N)n(CC(=O)c2ccc(Br)cc2)c2ccccc21
 : i, -14, i, i, i, i, i, 10, 1, -1, i
[9] CCC(=O)Nc1ccccc1C(=O)OCC(=O)c1cccc2ccccc12
 : i, -10, i, i, -7.3*, i, -11*, 0, -2, 3, i
[10] COc1ccc(NS(=O)(=O)c2ccc(C)cc2)c([N+](=O)[O-])c1
 : i, -8, i, i, i, i, i, 0, -3, 2, i
[11] Cc1ccsc1/C=C/C(=O)O
 : i, -1, i, i, i, i, i, ., -3, -2, i
[12] C=CCn1c(Sc2nc(C)cs2)nc2c1c(=O)[nH]c(=O)n2C
 : i, -10, i, i, i, i, i, -10, ., 2, i
[13] CCOC(=O)c1[nH]c(C)c(C(=O)Nc2ccc(F)cc2)c1C
 : i, -5, i, i, i, i, i, -4, -4, -2, i
[14] COc1ccc(CC(=O)Nc2nc3ccccc3s2)cc1S(=O)(=O)N1CCOCC1
 : i, -10, i, i, i, i, i, 47, 1, -3, i
[15] COc1cccc(NC(=O)NC2CCN(Cc3nnnn3Cc3ccc4c(c3)OCO4)CC2)c1
 : i, -16, i, i, i, i, i, 2, -2, 1, i

Pulled by compound from the entries so far (5):
Under each structure – KCNQ1 block, hERG rescue, KCNQ1 act, RGS4 act, KCNK9 inh, RGS4 inh, KCNK3 inh, DYRK1A inh, GSK3A inh, GSK3beta inhib, PolyA inh
[9] CCC(=O)Nc1ccccc1C(=O)OCC(=O)c1cccc2ccccc12
 : i, -10, i, i, -7.3*, i, -11*, 0, -2, 3, i
[15] COc1cccc(NC(=O)NC2CCN(Cc3nnnn3Cc3ccc4c(c3)OCO4)CC2)c1
 : i, -16, i, i, i, i, i, 2, -2, 1, i
[4] C#Cc1ccc([C@@H]2C=C(C(=O)OCC=C)O[C@H](OCc3ccc(CO)cc3)C2)cc1
 : i, -9, i, i, i, i, i, 0, 0, -5, i
[6] Cc1ccc2[nH]c3c(=O)n(CC(=O)Nc4ccccc4N4CCN(C)CC4)ncc3c2c1
 : i, -13, i, i, i, i, i, 1, -2, -1, i
[3] CC1CC(C)(C)NC(=S)N1CCCC(=O)Nc1ccccc1F (configuration not stated)
 : i, -18, i, i, i, i, i, ., -4, 7, i

Further compounds
Under each structure – KCNQ1 block, hERG rescue, KCNQ1 act, RGS4 act, KCNK9 inh, RGS4 inh, KCNK3 inh, DYRK1A inh, GSK3A inh, GSK3beta inhib, PolyA inh
[16] COc1ccccc1N=c1sc2ccccc2n1C
 : i, -5, i, i, i, i, i, 2, 0, -6, i
[17] CCCC(=O)Nc1c(-c2cccc(C)c2)c(=O)c2ccccc2n1C
 : i, 0, i, i, i, i, i, ., -1, 3, i
[18] Cc1onc(-c2ccccc2)c1C(=O)NNC(=S)NC(=O)c1ccc(Br)cc1
 : i, -16, 34*, i, i, i, i, -8, -5, 3, i
[19] N#Cc1ccc(-c2cn3c(n2)SCC3)cc1
 : i, -2, i, i, i, i, i, 1, 1, 1, i
[20] CC(=O)NCCNC(=O)c1ccc(Sc2ccccc2)c([N+](=O)[O-])c1
 : i, -16, i, i, i, i, i, 6, -1, 3, i
[21] Nc1cc(S(=O)(=O)Nc2cc(Cl)ccc2Cl)ccc1N1CCOCC1
 : i, -14, i, i, i, i, i, ., -3, 3, i
[22] O=C(c1[nH]ncc1[N+](=O)[O-])N1CCOCC1
 : i, -6, i, i, i, i, i, ., -1, 1, i
[23] COc1cccc(/C=N/Nc2cc(C)nc(-c3ccccc3O)n2)c1O
 : 7*, -17, i, -11*, i, i, -12*, 0, -3, 1, i

As a working copy, part of the list above:
Under each structure – KCNQ1 block, hERG rescue, KCNQ1 act, RGS4 act, KCNK9 inh, RGS4 inh, KCNK3 inh, DYRK1A inh, GSK3A inh, GSK3beta inhib, PolyA inh
[21] Nc1cc(S(=O)(=O)Nc2cc(Cl)ccc2Cl)ccc1N1CCOCC1
 : i, -14, i, i, i, i, i, ., -3, 3, i
[22] O=C(c1[nH]ncc1[N+](=O)[O-])N1CCOCC1
 : i, -6, i, i, i, i, i, ., -1, 1, i
[23] COc1cccc(/C=N/Nc2cc(C)nc(-c3ccccc3O)n2)c1O
 : 7*, -17, i, -11*, i, i, -12*, 0, -3, 1, i
